B2AR arrestin – qHTS assay of beta-arrestin-biased ligands of beta2-adrenergic receptor. beta-arrestin recruitment to beta2AR, cell-based reporter. hit rate 0.02% among 330,000. Beta-2 adrenergic receptor (Homo sapiens), P07550. Potency, µM (doses to about 46.1 µM), for inactives: at the highest dose activation, usual class: activators;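 also: potency is read from the fitted curve at half-maximal effect; 0% = DMSO controls and full agonism = EC100 isoproterenol or metaproterenol; nearly all actives have a fitted effect of over 65% in size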
Target sequence (P07550 whole entry, looked up): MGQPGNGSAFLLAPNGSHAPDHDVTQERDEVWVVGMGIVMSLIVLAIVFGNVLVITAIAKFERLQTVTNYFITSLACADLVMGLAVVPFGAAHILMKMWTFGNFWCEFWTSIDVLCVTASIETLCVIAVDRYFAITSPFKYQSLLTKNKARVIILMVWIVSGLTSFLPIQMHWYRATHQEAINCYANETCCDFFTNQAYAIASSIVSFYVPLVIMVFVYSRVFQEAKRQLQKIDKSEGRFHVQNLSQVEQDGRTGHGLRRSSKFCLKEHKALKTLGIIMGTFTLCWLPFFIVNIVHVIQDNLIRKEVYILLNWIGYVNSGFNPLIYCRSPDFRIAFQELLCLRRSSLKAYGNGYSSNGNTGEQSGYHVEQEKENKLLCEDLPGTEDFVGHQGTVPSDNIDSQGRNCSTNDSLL
TRPV1 agonist – HTS Assay for Compounds that Act as Agonists of the Vanilloid Receptor 1; Transient receptor potential cation channel subfamily V member 1 (Homo sapiens), Q8NER1; TRPV1-expressing cells, Fluo-8 calcium influx, agonist mode; AID 540275, 2011; activation, % at 8.33 µM; hit rate 0.19% among 320,000; in the data active = activation above about 80%; inconclusive = between about 30% and that limit; also: 0% is about no effect
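TRPV1-expressing cells were cultured overnight at 35.5C and loaded with Fluo-8 calcium dye for 40 to 90 min at room temperature. After a 10 s baseline, compound was added and calcium influx was read kinetically for 3 min (ex 480/em 520 nm).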
BRCA1 expr act – qHTS Assay to Identify Small Molecule Activators of BRCA1 Expression | MCF7-BRCA1-FFLuc reporter, luminescence, 48 h; response scale: scaled: vehicle 0%, 10 µM genistein 100% | Potency, µM (doses to about 46.1 µM), without a hit: top-dose activation, hits mostly activators | hit rate 1.1% among 380,000 | AID 624202, 2012; also: potency is read from the fitted curve at half-maximal effect; nearly all actives have a fitted effect of over 80% in size; some results filed as inactive show a strong effect at the top dose
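Reporter cells (MCF7, BRCA1 promoter-firefly luciferase) received library compounds across a concentration series for 48 h. End-point luminescence was measured and concentration-effect curves derived after normalization.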
ELG1 genotoxic – qHTS screen for small molecules that induce genotoxicity in human embryonic kidney (HEK293T) cells expressing luciferase-tagged ELG1 | hit rate 1.3% among 330,000 | HEK293T ELG1-luciferase reporter, luminescence, 16 h | Potency, µM (top dose mostly 46 µM), for inactives: at the top dose activity change, positive = activation, actives largely listed as activators; also: potency is read from the fitted curve at half-maximal effect; % of control where 0% means no effect; nearly all actives have a fitted effect of over 60% in size
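Step 1: seed 2,000 HEK293T ELG1-luciferase cells per well. Step 2: add compound or DMSO, incubate 16 hr at 37 °C. Step 3: ONE-Glo, 30 min at room temperature, read luminescence.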
p53 reactivator – qHTS assay for re-activators of p53 using a Luc reporter. H1299 p53-A138V BP100-luciferase reporter, luminescence, 24 h. Potency, µM (top dose mostly 92.2 µM), inactives show at the highest dose activity change, positive = activation, actives largely listed as activators. hit rate 0.063% among 320,000. AID 504706, 2011; also: potency is read from the fitted curve at half-maximal effect; % of control where 0% means no effect; nearly all actives have a fitted effect of over 45% in size
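H1299 (p53-null), stable ts p53-A138V + BP100-Luc; 1000 cells/well, Opti-MEM/10% FBS; cpd 4 pt, 1:5; 24 h, 37 deg C, 5% CO2; detection reagent 10 min RT; luminescence.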
ASM inhibitor – Inhibitors of Secretory Acid Sphingomyelinase (S-ASM): qHTS | Sphingomyelin phosphodiesterase (Homo sapiens), P17405 | placental ASM, HMU-PC fluorogenic substrate, 60 min | Potency, µM (doses to about 57.5 µM), for the others: at the highest dose activity change, negative = inhibition, hits mostly inhibitors | hit rate 0.006% among 340,000 | AID 504937, 2011; also: potency is read from the fitted curve at half-maximal effect
Target sequence (P17405 47-631 limits assumed): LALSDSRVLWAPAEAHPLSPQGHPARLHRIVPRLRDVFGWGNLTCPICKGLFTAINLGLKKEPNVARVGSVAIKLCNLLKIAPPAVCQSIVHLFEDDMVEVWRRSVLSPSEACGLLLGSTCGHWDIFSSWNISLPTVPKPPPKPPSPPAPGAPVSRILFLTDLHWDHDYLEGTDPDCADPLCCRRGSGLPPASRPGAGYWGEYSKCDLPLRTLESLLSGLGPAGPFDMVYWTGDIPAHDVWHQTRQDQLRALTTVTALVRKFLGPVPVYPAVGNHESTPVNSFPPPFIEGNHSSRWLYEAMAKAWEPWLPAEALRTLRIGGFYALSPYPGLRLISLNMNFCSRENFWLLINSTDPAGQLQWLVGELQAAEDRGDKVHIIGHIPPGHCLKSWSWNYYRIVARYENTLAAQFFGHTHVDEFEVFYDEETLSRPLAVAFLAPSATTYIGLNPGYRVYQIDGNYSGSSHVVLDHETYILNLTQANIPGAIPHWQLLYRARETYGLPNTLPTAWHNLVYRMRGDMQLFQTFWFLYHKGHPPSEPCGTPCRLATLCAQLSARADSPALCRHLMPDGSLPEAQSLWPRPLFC
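Steps: dispense placental human ASM, pin compound, wait 10 min at room temperature, add HMU-PC0 substrate at 9 uM final, incubate 60 min at 37 °C, add stop solution raising pH to 10, read fluorescence.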
a7 integrin act – qHTS for Activators of Integrin-Mediated Alleviation for Muscular Dystrophy; alpha7betagal myoblasts, beta-gal FDG fluorescence, 48 h; Potency, µM (top dose mostly 38.3 µM), without a hit: at the highest dose activation, actives largely listed as activators; hit rate 0.064% among 350,000; AID 624291, 2012;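 also: potency is read from the fitted curve at half-maximal effect; 100% = response of the positive control SU9516; nearly all actives have a fitted effect of over 60% in size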
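Alpha7betagal+/- myoblasts (passage 13) were plated 16-24 hr, then exposed to compounds (1:260 dilution of DMSO stock) for 48 hours at 37C. After MPER lysis, β-galactosidase reporter activity was read as FDG fluorescence (ex 480/em 540) after 30 minutes.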
uPA generation – qHTS for Inhibitors of Cell Surface uPA Generation; cell surface uPA generation assay, qHTS; Potency, µM (highest dose often 38.3 µM), for the others: top-dose activity change, negative = inhibition, hits mostly inhibitors; hit rate 0.31% among 330,000; active = well fitted inhibition curve with a large enough effect; inconclusive = small, poorly fitted or top-dose-only effect; inactive = no such curve, though single readings can be large or run the other way; tested in mouse RAW 264.7 cells; also: potency is read from the fitted curve at half-maximal effect; % is scaled to controls: 0 for no effect and ±100 for the full control effect; nearly all actives have a fitted effect of over 55% in size
USP2a block – qHTS Assay for Inhibitors of Ubiquitin-specific Protease USP2a Using CHOP2 as the Reporter; Potency, µM (doses to about 38.3 µM), without a hit: top-dose activity change, negative = inhibition, most hits filed as inhibitors; hit rate 0.01% among 330,000; Ubiquitin carboxyl-terminal hydrolase 2 (Homo sapiens), O75604; USP2 core, Ub-CHOP2 coupled fluorogenic reporter, 485/531;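 also: potency is read from the fitted curve at half-maximal effect; plate controls were DMSO wells for no effect and full inhibition by NEM control for full effect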
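Cell-free coupled assay: 10nM USP2 core preincubated 30min RT with compound in Tris-HCl pH 8.0/CaCl2/CHAPS buffer, then 25nM Ub-CHOP2 and 25nM reporter substrate; fluorescence (Ex 485/Em 531) read after 60min RT, normalized to NEM inhibition, concentration-response curves fitted.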
Eya2 inh – qHTS Assay for Inhibitors of the Phosphatase Activity of Eya2; recombinant Eya2, OMFP fluorescence dephosphorylation (OMFP is methylfluorescein phosphate); hit rate 0.006% among 330,000; Protein phosphatase EYA2 (Homo sapiens), O00167; Potency, µM (highest dose often 76.9 µM), for inactives: at the top dose activity, negative = inhibition, most hits filed as inhibitors; AID 488837, 2010; also: potency is read from the fitted curve at half-maximal effect; % is scaled to controls: 0 for no effect and ±100 for the full control effect
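Eya2 protein (added as 0.2 uM solution) was preincubated with compound for 10 min at ambient temperature in 50 mM HEPES pH 7.5, 50 mM NaCl, 5 uM MgCl2, 0.05% BSA, 1 mM DTT. OMFP (added at 50 uM) then reacted 10 min; fluorescence read at 485/525 nm.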
TSG101-PTAP inh – qHTS Assay for Iinhibitors of HIV-1 Budding by Blocking the Interaction of PTAP/TSG101. Potency, µM (titrated, usually from 115 µM), inactives show top-dose activity change, negative = inhibition, most hits filed as inhibitors. Tumor susceptibility gene 101 protein (Homo sapiens), Q99816. 340,000 tested, under 10 active. Fluorescence polarization, FITC-PTAP peptide / Tsg101 binding; active = well fitted inhibition curve with a large enough effect in the main read-out, with a control signal flat, not every such curve was filed as active; inconclusive = small, poorly fitted or top-dose-only effect, or effect the other way, or a change in a side signal; inactive = no such curve, though single readings can be large or run the other way; also: potency is read from the fitted curve at half-maximal effect; % of control where 0% means no effect
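Fluorescence polarization binding of Tsg101 binding domain (10 uM final) to FITC-labeled PTAP peptide (50 nM final) in HEPES pH 7.5 buffer with NaCl, Tween 20, EDTA, TCEP. Compounds added before peptide; binding 20 min at RT.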
An asterisk follows results filed as active; u = inconclusive; x = no result given; & = joins results of further samples; [ ] = another dose, or the depositor's remark. Unless noted, calls follow the shape of the dose curve; as a rule, active = well fitted curve in the direction sought with a large enough effect; inconclusive = small, poorly fitted or top-dose-only effect, or another doubt; inactive = no such curve, though single readings can be large; an effect the other way counts as inactive or inconclusive.

Value order – B2AR arrestin	TRPV1 agonist	BRCA1 expr act	ELG1 genotoxic	p53 reactivator	ASM inhibitor	a7 integrin act	uPA generation	USP2a block	Eya2 inh	TSG101-PTAP inh
CC(=O)c1ccc(NCC(=O)N2CCN(c3ccccc3)CC2)cc1
→ -1.6%	6	-11%	-1%	-13%	0%	-3%	-3%	7%	5%	0%
O=C(NNS(=O)(=O)c1ccccc1[N+](=O)[O-])c1ccc(F)cc1
→ -1.0%	-3	-43%	-1%	6%	u	-9%	u	2%	-12%	-5%
Cc1cc(C)n2nc(CNS(=O)(=O)c3ccc([N+](=O)[O-])cc3)nc2n1
→ -1.0%	1	-1%	0%	10%	2%	24%	6%	3%	3%	0%
Cc1nc(NCCCO)c(C#N)c2c1COC(C)(C)C2
→ -0.3%	3	-1%	4%	1%	28%	5%	-2%	2%	4%	-6%
CN(C(=O)c1cccc(NC(=O)Cc2ccc(NC(=O)C3CCCN(C(=O)c4ccccc4)C3)cc2)c1)C1CCCC1 (centres undefined)
→ x	x	3%	x	x	-10%	24%	10%	x	x	-8%
Nc1scn[n+]1Cc1cccc2cccnc12
→ 0.3%	-1	7%	-1%	0%	3%	-20%	11%	-1%	-1%	2%
CCOc1ccc(CN2C(=O)c3ccccc3Sc3ccc(C(=O)NCCCN4CCOCC4)cc32)cc1
→ -0.9%	4	-5%&-48%	0%	-1%	-2%	-33%	u	-1%	-7%	-2%
CC1(C)CSC(=S)N1S(=O)(=O)c1ccccc1
→ -0.2%	4	-2%	-6%	-3%	-4%	-23%	7%	5%	0%	0%
CCN(CC)c1ccc(CN2CCCCCC2)cc1
→ -0.1%	2	-28%	-4%	2%	2%	-7%	-5%	0%	2%	-3%
Cc1c(O)ccc(C(=O)CN2CCN(c3ccccc3)CC2)c1O
→ 0.1%	0	-15%	-4%	15%	3%	-36%	-8%	-1%	-5%	-2%
CC1Cc2cc(/C(O)=C3\C(=O)C(=O)N(Cc4ccncc4)C3c3ccccc3F)ccc2O1 (centres undefined)
→ 0.4%	-5	0%	1%	2%	-1%	u	5%	1%	4%	-5%
Cc1nc2ccccc2n1CC(=O)NN
→ -0.2%	0	0%	1%	9%	3%	4%	10%	3%	-7%	0%
CC1CCCC(NC(=O)c2cccc(S(=O)(=O)NCc3ccccc3)c2)C1C (centres undefined)
→ -0.2%	-1	-42%	-5%	-10%	0%	-4%	-10%	-2%	-3%	0%
CCOC(=O)c1cn(Cc2c(C)c(C)c(C)c(C)c2C)nn1
→ -0.2%	2	-44%	0%	-12%	3%	4%	2%	4%	2%	-3%
Cc1ccc(C(=O)Nc2ncc(Cc3ccc(SC(F)F)cc3)s2)cc1
→ -0.4%	u	-67%	14%	u	-2%	-15%	u	-1%	3%	-3%
CCCCCCc1c(C)c2ccc(OCC(=O)N3CCC[C@H]3C(=O)O)c(C)c2oc1=O
→ 0.2%	6	13%	1%	x	8%	12%	-1%	-3%	3%	-3%
COc1cc(/C=N/NC(=O)c2cc(-c3ccccc3Cl)nc3ccccc23)cc(OC)c1O
→ x	x	-23%	x	x	-22%	-19%	-6%	x	x	-1%
CC(NC1c2ccccc2-c2ccccc21)c1ccccc1 (centres undefined)
→ -0.6%	-1	-21%	-3%	4%	-1%	-48%[inhibitor]	2%	4%	-2%	0%
COc1ccccc1N(CC(O)CN1CCCCC1)S(=O)(=O)c1ccc(C)cc1 (centres undefined)
→ -0.6%	3	-17%	-1%	2%	4%	9%	-2%	2%	11%	-1%
Cc1c(C(=O)N2CCOCC2)c(S(=O)(=O)Nc2cccc(F)c2)c(C)n1C
→ -0.1%	1	-3%	-1%[9.26 µM]	0%	5%	13%	-8%	4%	4%	0%
COCCn1c(SCC(=O)Nc2ccc(OC)cc2OC)nc2ccccc2c1=O
→ -0.7%	8	-5%	-19%	x	-1%	0%	10%	0%	-12%	-2%
COc1ccc(CN(C(=O)c2snc(C(N)=O)c2N)C(C(=O)NC2CCCC2)c2cc(OC)ccc2OC)cc1 (centres undefined)
→ -0.3%	3	-26%	2%	-8%	148%[activator]	-165%[inhibitor]	x	-3%	-10%	-1%
O=C(CN1C(=O)NC(c2ccccc2)(c2ccccc2)C1=O)NCc1ccc(F)cc1
→ 0.0%	x	0%	-5%	-7%	-1%	-4%	0%	0%	10%	-3%
COCCn1c(C)cc(C(=O)COC(=O)C23CC4CC(CC(O)(C4)C2)C3)c1C
→ 0.4%	9	-37%	u	14%	3%	9%	x	-10%	16%	-3%
CC(C)[C@H](NC(=O)NCCc1ccc(Cl)cc1)C(=O)O
→ 0.1%	0	13%	-6%	9%	4%	9%[7.66 µM]	x	1%	-13%	-4%
Cc1cc(C(=O)COC(=O)c2ccc(NC(=O)CC#N)cc2)c(C)n1-c1ccc(OC(F)F)cc1
→ 0.2%	x	-34%	-4%	4%	-4%	-4%	2%	1%	-10%	-4%
CCC/C=C1/CCCOC(C(=O)NCc2ccc(S(C)(=O)=O)cc2)(C(F)(F)F)C1 (centres undefined)
→ x	x	5%	x	x	1%	0%	1%	x	x	-1%
CCOc1ccc2c(c1)c1nnc(SCC(=O)N3CCC(C)CC3)nc1n2C
→ -0.2%	-9	-6%	-1%	4%	-5%	-23%	0%	1%	-21%	-4%
Clc1cccc(OCc2nc(-c3ccncc3)n[nH]2)c1
→ -0.1%	3	-6%	-4%	-6%	-2%	9%	1%	-1%	-4%	-4%
COC(=O)C(CC(C)C)NC(=O)C(N)Cc1ccccc1 (centres undefined)
→ 0.5%	-3	-2%	3%	-7%	2%	16%	3%	1%	-8%	-4%
NS(=O)(=O)c1ccc(CCNC(=O)c2cc([N+](=O)[O-])ccc2N2CCOCC2)cc1
→ 0.1%	1	3%	1%	2%	0%	33%	10%	1%	1%	0%
Cc1cccc(C)c1NC(=O)CSc1nnnn1-c1ccc(C(=O)O)cc1
→ 0.2%	2	-7%	1%	-4%	2%	15%	-1%	1%	9%	-6%
CC(=O)Nc1ccc(OC(F)(F)Cl)cc1
→ 0.4%	1	-6%	3%	-6%	-4%	21%	4%	-7%	3%	-3%
COc1ccc(C(C)(C)C)cc1NC(=O)Nc1ccc2c(c1)OCO2
→ 0.0%	11	-54%	-6%	u	-4%	-15%	-1%	2%	-3%	-1%
CCc1ccc(C(C(=O)NC2CCCCC2)N(C(=O)c2ccccn2)c2cccnc2)cc1 (centres undefined)
→ 0.3%	0	x	0%	-1%	x	x	x	2%	-9%	x
COc1cccc(CC(=O)OCC(=O)NC2CCCC2)c1
→ 3.3%	2	-6%	1%	-11%	4%	20%	1%	0%	2%	-2%
CCCOc1ccc(C(O)(CCC)CCN2CCCCC2)cc1 (centres undefined)
→ -0.2%	-1	5%	-4%	-1%	2%	-20%	1%	-1%	-1%	-2%
[O-]c1c[n+](-c2ccccc2)no1
→ -0.5%	-2	-6%	0%	4%	5%	-23%	-1%	-1%	5%	-5%
CCC(C(=O)Nc1cc(Cl)ccc1OC)c1ccccc1 (centres undefined)
→ 0.2%	25	-20%	-1%	4%	-10%	u	-16%	4%	-5%	0%
Cc1ccc(S(=O)(=O)N(CC(=O)N2CCC(C)CC2)c2ccccc2)cc1
→ -1.7%	-5	-2%	-11%	-2%	2%	-26%	-5%	0%	-6%	-6%
COC(=O)c1c(-c2ccc(OC)c(OC)c2)csc1N
→ 0.3%	1	2%	-3%	-5%	4%	11%	-4%	-7%	8%	-1%
CCc1ccc(NC(=O)C2CCN(c3ncnc4c3nc3n4CCCCC3)CC2)cc1
→ 0.1%	2	-19%	0%	5%	-2%	-20%	1%	4%	2%	0%

Screening data as filed in PubChem.
